MCL1 BIM primary: MCL1-BIM-BH3 interaction inhibition (human) | Q07820 | GST-MCL1 / FITC-Bim-BH3 fluorescence polarization | inhibition, % at 10.9 µM | 0.68% of 320,000 active;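 active = inhibition above the mean inhibition of all tested compounds plus 3 SD, set per campaign, cut at about 40% in these data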;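 note: 0% = DMSO wells and 100% = unlabeled Bim-BH3 peptide control; higher means more loss of mP so more displacement of Bim peptide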
GLD-1 TGE inh: GLD-1-TGE RNA interaction inhibition (C. elegans); purified GLD-1 + fluorescein TGE RNA, fluorescence polarization; inhibition, % at 5.96 µM; 0.44% of 320,000 active; AID 2280;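 active = percent inhibition above a per-plate cutoff, the plate mean of test compounds plus 3 SD, cut at about 30% in these data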;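 note: 0% = DMSO wells with GLD-1 and probe and 100% = wells lacking GLD-1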
Target sequence (Q17339 whole entry, looked up): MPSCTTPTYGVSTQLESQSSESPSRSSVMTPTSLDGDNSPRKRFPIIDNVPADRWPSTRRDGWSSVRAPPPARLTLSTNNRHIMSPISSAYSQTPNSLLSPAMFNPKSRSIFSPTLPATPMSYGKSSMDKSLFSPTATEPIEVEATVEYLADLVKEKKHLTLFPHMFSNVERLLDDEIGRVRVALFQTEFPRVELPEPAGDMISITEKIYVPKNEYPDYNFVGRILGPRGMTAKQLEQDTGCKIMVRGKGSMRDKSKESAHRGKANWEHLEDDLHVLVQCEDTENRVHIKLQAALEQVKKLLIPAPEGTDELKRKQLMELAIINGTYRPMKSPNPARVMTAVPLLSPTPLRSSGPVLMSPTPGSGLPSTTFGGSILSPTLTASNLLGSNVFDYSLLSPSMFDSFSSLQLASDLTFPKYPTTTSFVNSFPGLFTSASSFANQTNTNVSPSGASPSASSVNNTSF
Fam108B inh: counter-screen for RBBP9 inhibitors: inhibitors of mouse Fam108B. recombinant Fam108B, FP-Rh probe fluorescence polarization. inhibition, % at 9.51 µM. 0.33% of 300,000 active;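 active = inhibition above the screen mean inhibition plus 3 SD, computed separately per campaign, cut at about 18% in these data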;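 note: inhibitors lower polarization as less probe binds the enzyme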
Efflux pump inh: blocks antifungal efflux pumps in multiplex yeast assay; S. cerevisiae Candida pump triplex, Nile Red efflux; inhibition, % at 10 µM; AID 485275; 0.44% of 330,000 active;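 active = plate passing quality check with inhibition over a set limit, or well fluorescence over plate mean plus 4 SD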;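 note: Nile Red retained in pooled yeast measured as flow cytometry median fluorescence; 0% = buffer negative control and 100% = Enniatin B positive control; higher means more Nile Red kept so more efflux inhibition; some compounds called inactive have numbers as strong as hits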
GRK2 inh: inhibitors of human GRK2 displacing RNA aptamer; AID 488847; bead flow cytometry, FAM-aptamer displacement from GRK2; P25098; inhibition of aptamer binding, % at 10 µM; 0.59% of 330,000 active;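 active = inhibition of aptamer binding above 40%, roughly 3 SD of noise, on plates passing a quality check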;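 note: median bead fluorescence of bound FAM aptamer so fluorescent compounds give negative values; no value below 0 was filed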
MEX-5 binding: C. elegans MEX-5 TCR-2 RNA binding activity | Q9XUB2 | activity score (negative = inhibition of binding), % at 10 µM | 0.38% of 300,000 active | MEX-5/FITC-TCR2 RNA binding, fluorescence polarization; active compounds read low;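 active = inhibition past about -25% in most replicates, and total fluorescence under double the plate's negative control median, limit read from the data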;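 note: 0% = DMSO and -100% = 5 µM competing unlabeled TCR2 RNA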
BCLXL inh: Bcl-xL (human) inhibition. Q07817. GST-Bcl-xL / FITC-Bim BH3 peptide fluorescence polarization. inhibition, % at 10.9 µM. 0.7% of 320,000 active;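 active = inhibition above the mean of all tested compounds plus 3 SD, cutoff set per campaign, cut at about 30% in these data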;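 note: 0% = DMSO wells and 100% = unlabeled Bim-BH3 peptide competitor; inhibitors lower millipolarization by displacing the labeled peptide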
Target sequence (Q07817 whole entry, looked up): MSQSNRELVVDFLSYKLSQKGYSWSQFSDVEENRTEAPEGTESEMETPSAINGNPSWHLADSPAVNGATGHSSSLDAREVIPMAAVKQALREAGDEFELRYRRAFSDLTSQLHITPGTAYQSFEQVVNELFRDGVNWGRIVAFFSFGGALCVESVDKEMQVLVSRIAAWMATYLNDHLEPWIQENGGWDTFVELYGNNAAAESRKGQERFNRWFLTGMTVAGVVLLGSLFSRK
VLA-4 inh: inhibition in a human VLA-4 binding assay. P13612. VLA-4 expressing cells, ligand binding flow cytometry. inhibition, % (about 7 µM as worked out from the volumes in the protocol). 0.2% of 330,000 active. AID 2557; in the data active = inhibition above about 50%
PME-1 inh: PME-1 (human) inhibition; Q9Y570; recombinant PME-1, FP-Rh probe fluorescence polarization; inhibition, % at 5.9 µM; 0.53% of 320,000 active; AID 2130;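 active = inhibition above the campaign mean of all compounds plus 3 SD, cut at about 26% in these data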;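 note: competitive labeling of PME-1 active site by serine hydrolase directed probe; 0% = PME-1 with DMSO and 100% = wells lacking PME-1 enzyme; inhibitors block probe labeling so polarization falls and inhibition rises; many of its hits are not listed in these tables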
Target sequence (Q9Y570 whole entry, looked up): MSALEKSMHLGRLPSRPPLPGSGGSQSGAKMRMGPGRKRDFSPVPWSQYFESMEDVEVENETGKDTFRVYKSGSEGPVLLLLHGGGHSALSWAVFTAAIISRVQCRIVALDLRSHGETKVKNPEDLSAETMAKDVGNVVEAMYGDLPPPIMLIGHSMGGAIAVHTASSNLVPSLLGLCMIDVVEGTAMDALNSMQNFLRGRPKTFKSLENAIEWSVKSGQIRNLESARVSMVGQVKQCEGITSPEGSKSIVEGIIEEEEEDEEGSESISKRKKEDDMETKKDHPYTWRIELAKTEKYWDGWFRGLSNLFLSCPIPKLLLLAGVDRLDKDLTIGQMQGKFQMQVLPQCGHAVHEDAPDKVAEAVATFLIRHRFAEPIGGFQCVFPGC
* hit, by the source's call; i = inactive; nt = no result given. An excerpt; the hit share may differ from the screen's.

Start of the data: the first two compounds (preview)
Each structure is followed by: VLA-4 inh	Fam108B inh	PME-1 inh	MEX-5 binding	GRK2 inh	GLD-1 TGE inh	MCL1 BIM primary	Efflux pump inh	BCLXL inh
O=C(c1ccc2c(c1)OCO2)N(Cc1cccs1)C1(C(=O)NC2CCCCC2)CCCCC1
  0	3	-1	0.3	0	7	1	0.0	2
O=C(COc1cccc2cccnc12)Nc1ccccc1N1CCOCC1
  12	0	0	-0.6	0	1	-6	0.0	2

All compounds of this part, previewed entries included:
Each structure is followed by: VLA-4 inh	Fam108B inh	PME-1 inh	MEX-5 binding	GRK2 inh	GLD-1 TGE inh	MCL1 BIM primary	Efflux pump inh	BCLXL inh
O=C(c1ccc2c(c1)OCO2)N(Cc1cccs1)C1(C(=O)NC2CCCCC2)CCCCC1
  0	3	-1	0.3	0	7	1	0.0	2
O=C(COc1cccc2cccnc12)Nc1ccccc1N1CCOCC1
  12	0	0	-0.6	0	1	-6	0.0	2
CC(/C=C/c1ccc2c(c1)OCO2)=N/NC(=O)c1ccc(C)nc1
  8	0	-1	-1.9	0	0	6	-0.3	0
COc1ccc(C(CNC(=O)CNC(=O)c2cccc(Cl)c2)N2CCCC2)cc1 (stereo unspecified)
  -52	nt	-4	nt	0	0	-2	-0.1	6
CCOC(=O)CCSc1nc(C)cc(C(F)(F)F)c1C#N
  i	2	7	8.5	0	-29	-32	0.1	-15
COc1ccc(NCc2nnc(SCC(=O)Nc3cc(C(F)(F)F)ccc3Cl)o2)cc1
  10	-4	-3	3.4	0	7	-1	-0.3	-2
Cc1c(-c2ccccc2)n[nH]c1C(=O)NN
  -10	0	-2	9.7	0	-9	-3	0.1	-8
O=C(CCc1ccc(S(=O)(=O)N2CCOCC2)cc1)N/N=C/c1ccc(O)c(O)c1O
  20	4	5	2.9	6	11	46*	-0.2	16
COc1ccc2[nH]c(=O)c(CN(CCCN(C)C)C(=O)Nc3ccccc3)cc2c1
  7	-2	-5	0.4	0	-2	2	-0.1	-3
O=C(COC(=O)c1ccccc1-n1cnnn1)c1ccccc1
  -1	-2	0	1.1	2	2	-10	0.1	-9
COC(=O)/C=C1\N/C(=N/c2nc(C)c3cc(OC)ccc3n2)NC1=O
  2	-5	4	-0.2	55*	4	2	0.1	48*
Cc1cccn2cc(CCNS(=O)(=O)c3cccs3)nc12
  -2	3	3	3.9	0	-5	2	0.1	3
O=C(CCSc1ccc(F)cc1)NNC(=O)c1ccccc1Cl
  1	nt	-1	nt	3	1	-2	-0.1	3
COc1ccc([C@H]2CC(=O)C=C(c3cccc(Cl)c3O)C2)cc1OC
  0	nt	13	nt	0	-6	-2	0.0	1
CCOC(=O)Cn1c(C(C)=O)nc2ccccc21
  -10	6	-7	1.3	5	2	3	0.1	1
COc1ccccc1Nc1ccc(S(=O)(=O)N2CCCCC2)cc1[N+](=O)[O-]
  8	-2	13	-3.4	0	7	-2	0.0	1
Cc1ccccc1NC(=O)CN1C(=O)S/C(=C/c2cccnc2)C1=O
  -13	3	2	-3.1	0	-1	1	-0.1	9
COc1cc(S(=O)(=O)n2ccc(C)n2)c(OC)cc1Cl
  2	2	1	1.4	4	-7	2	0.0	-1
CCCCn1c(SCC(=O)Nc2ccc3c(c2)CCC3)nc2ccccc2c1=O
  45	-8	-3	-1.1	4	1	0	0.0	4
COc1ccccc1C(=O)N1CCN(C(=O)c2oc3ccc(C)cc3c2C)CC1
  1	-3	6	0.8	1	3	-1	-0.1	1

Entries of single compounds as entered above.
`O=C(CCSc1ccc(F)cc1)NNC(=O)c1ccccc1Cl` across the screens: VLA-4 inh: 1; Fam108B inh: nt; PME-1 inh: -1; MEX-5 binding: nt; GRK2 inh: 3; GLD-1 TGE inh: 1; MCL1 BIM primary: -2; Efflux pump inh: -0.1; BCLXL inh: 3
`COc1ccccc1Nc1ccc(S(=O)(=O)N2CCCCC2)cc1[N+](=O)[O-]` across the screens: VLA-4 inh: 8; Fam108B inh: -2; PME-1 inh: 13; MEX-5 binding: -3.4; GRK2 inh: 0; GLD-1 TGE inh: 7; MCL1 BIM primary: -2; Efflux pump inh: 0.0; BCLXL inh: 1
`COC(=O)/C=C1\N/C(=N/c2nc(C)c3cc(OC)ccc3n2)NC1=O` across the screens: VLA-4 inh: 2; Fam108B inh: -5; PME-1 inh: 4; MEX-5 binding: -0.2; GRK2 inh: 55*; GLD-1 TGE inh: 4; MCL1 BIM primary: 2; Efflux pump inh: 0.1; BCLXL inh: 48*

More structures follow.
Each structure is followed by: VLA-4 inh	Fam108B inh	PME-1 inh	MEX-5 binding	GRK2 inh	GLD-1 TGE inh	MCL1 BIM primary	Efflux pump inh	BCLXL inh
O=C(NCc1ccccc1Cl)c1ccc(CSc2nc3ccncc3[nH]2)cc1
  -4	-2	-5	-0.6	0	5	-1	-0.1	1
CCOC(=O)N1CCN(C(=O)c2ccc(CS(=O)Cc3ccccc3Cl)o2)CC1 (stereo unspecified)
  11	0	3	-2.4	3	4	10	0.0	9
CCN(CC)C(=O)c1ccc2c(=O)n(CCOC)c(=S)[nH]c2c1
  -6	4	-10	1.3	4	-2	5	0.1	3
COc1cccc(-c2nnc(SCc3cccnc3)o2)c1
  0	2	7	-1.9	1	5	2	0.2	-4
COc1ccc([C@@H]2C(C#N)=C(N)S[C@@H](c3ccccc3)[C@@H]2[N+](=O)[O-])cc1
  12	3	-1	1.8	1	4	9	0.2	6
COc1cccc(C(=O)NC2CC3CCCC(C2)N3CC(=O)Nc2ccc(N(C)C)cc2)c1 (stereo unspecified)
  18	-6	0	-0.8	2	3	17	0.2	3
CCCCCn1cnc2sc(-c3ccccc3)cc2c1=O
  9	-4	-10	1.4	0	3	-1	-0.1	1
CCC(C)NC(=O)Nc1ccccc1F (stereo unspecified)
  27	3	-2	1.9	0	6	11	-0.2	2
CN(c1ccc(C(=O)NCc2ccco2)cc1)S(C)(=O)=O
  0	2	3	0.2	0	1	3	0.0	5
Cc1ccc(C(=O)N2CCN(Cc3nc4sc5c(c4c(=O)[nH]3)CCCC5)CC2)cc1
  8	1	1	0.9	2	-2	2	0.1	4
COc1cc(C(=O)NCC(=O)Nc2c(C)cccc2C)ccc1OCc1ccccc1
  9	nt	3	nt	1	1	-3	0.1	-8
Cc1cc2c(c(=O)n1Cc1ccccn1)C(c1ccc3c(c1)OCO3)C(C#N)=C(N)O2 (stereo unspecified)
  3	5	-1	-0.4	0	1	1	0.0	4
COc1cccc(C(=O)Nc2cccc(-c3nnc(-c4ccco4)o3)c2)c1
  -9	-6	-8	0.7	0	4	6	0.1	8
O=C(NC1CCCC1)C(c1ccsc1)N(Cc1ccccc1)C(=O)Cc1cccs1 (stereo unspecified)
  17	-5	-5	2.1	15	0	9	0.0	7
Nc1cc(=O)[nH]c(SCC(=O)Nc2ccccc2Sc2ccc(Cl)cc2)n1
  15	3	-4	-0.9	0	3	5	0.2	5
CCCc1ccc(OCC(O)CN2CCN(c3ccccc3)CC2)cc1 (stereo unspecified)
  -1	2	-2	-0.9	0	3	1	0.1	-1
CCn1c(=NC(=O)C2COc3ccccc3O2)sc2c(OC)ccc(OC)c21 (stereo unspecified)
  -2	-9	-2	-1.6	0	-2	0	0.0	1
Cc1cc(NS(=O)(=O)c2ccc(NC(=O)c3ccc(F)cc3)cc2)nc(C)n1
  -7	nt	nt	nt	5	5	nt	-0.1	nt
CCCc1nnc(N2C(=O)c3cccc4cccc(c34)C2=O)s1
  1	3	-1	nt	2	10	-5	0.1	4
Cc1csc(SCC(=O)Nc2sc3c(c2C#N)CCC3)n1
  -1	2	-1	1.1	0	-5	-2	0.0	-1
O=C(CN(Cc1ccc(Br)cc1)S(=O)(=O)c1ccccc1)NCc1ccncc1
  -4	5	5	-2.2	1	5	5	1.3	1
COc1ccc(-n2c(=S)[nH]c3cc(C(=O)Nc4ccccc4OC)ccc3c2=O)cc1
  8	8	-12	-2.1	0	3	10	0.3	7
Cc1cc2nc(NCCCO)n(CC(=O)c3cc(C(C)(C)C)c(O)c(C(C)(C)C)c3)c2cc1C
  12	2	5	nt	0	10	3	0.0	3
CC(Sc1nnc(Cc2cccs2)n1C1CCCCC1)C(N)=O (stereo unspecified)
  6	-3	5	0.3	1	4	-5	0.1	-5
CCOc1cc(S(=O)(=O)NCc2ccccc2)ccc1F
  17	6	4	-1.3	0	1	2	0.1	3
CC1(C)CC(=O)N(c2ccccc2)C1(C)O (stereo unspecified)
  36	3	0	1.7	0	10	4	-0.2	0
COC(=O)[C@@H]1C[C@@H]2CC[C@@H](O)C[C@@H]2N1Cc1ccc(OC)cc1
  15	4	4	0.7	0	3	3	-0.1	11
C=CCn1c(SCC(=O)C(C)(C)C)nnc1-c1cccs1
  8	3	-5	-2.0	0	3	-5	-0.1	-4
COc1ccc(CCNC(=O)COC(=O)c2cnccn2)cc1
  13	3	-1	0.0	0	6	-3	0.6	-4
COc1ccc(C2OC(=O)C(C)(C)C(=O)C2(C)C)cc1OC (stereo unspecified)
  5	-3	0	2.1	0	2	11	0.0	10
CCCCn1c(-c2c(Cl)c(C)nn2C)n[nH]c1=S
  -127	1	-8	1.5	0	-1	-13	0.0	-13
COc1ccc(CN(C)C(=O)c2ccc3c(=O)n4c(nc3c2)CCC4)c(OC)c1
  6	7	-9	0.3	0	1	3	0.0	3
O=C(/C=C/c1ccc(F)cc1)Nc1nc2ccccc2[nH]1
  -5	-7	3	3.5	0	-7	-2	-0.1	-1
Cc1cc(-n2nc3ccccc3n2)c(O)c([N+](=O)[O-])c1
  -3	-6	-5	-0.2	3	10	5	0.0	4
CC(c1nnc(SCC(=O)Nc2cc([N+](=O)[O-])ccc2F)n1Cc1ccccc1)N(C)C (stereo unspecified)
  -1	0	-2	-0.8	1	5	-2	-0.1	3
COc1cc(NC(=O)C2CCC(CNc3c(N4CCCCC4)c(=O)c3=O)CC2)cc(OC)c1 (stereo unspecified)
  30	0	2	0.2	0	1	4	0.8	-1
O=C(COC(=O)Cc1ccc(F)cc1)NCc1ccco1
  -10	1	4	-1.9	52*	3	29	-0.1	3
O=C(CC1C(=O)Nc2ccccc2N1CC(=O)N1CCCC1)Nc1ccc(Br)cc1 (stereo unspecified)
  4	nt	6	nt	2	1	1	-0.1	-1
CC(C(=O)NC1C(=O)N2C(C(=O)O)=C(CSc3nnnn3C)CSC12)n1cc(Br)cn1 (stereo unspecified)
  1	-1	-5	-1.4	20	0	9	0.0	10
Cc1ccc(N(CC(=O)NCc2ccc(Cl)cc2)S(C)(=O)=O)cc1
  7	-3	2	1.7	0	-3	-3	-0.2	-3

Just GLD-1 TGE inh, GRK2 inh and Fam108B inh, for some of the entries so far:
Compound	GLD-1 TGE inh	GRK2 inh	Fam108B inh
CC(c1nnc(SCC(=O)Nc2cc([N+](=O)[O-])ccc2F)n1Cc1ccccc1)N(C)C (stereo unspecified)	5	1	0
Cc1ccc(N(CC(=O)NCc2ccc(Cl)cc2)S(C)(=O)=O)cc1	-3	0	-3
Cc1cc(-n2nc3ccccc3n2)c(O)c([N+](=O)[O-])c1	10	3	-6
CC(C(=O)NC1C(=O)N2C(C(=O)O)=C(CSc3nnnn3C)CSC12)n1cc(Br)cn1 (stereo unspecified)	0	20	-1

Source: PubChem BioAssay (several laboratories)
